Bioassay records as filed in PubChem.
RGS7-Gao = RGS7-Galphao binding modulators, primary screen, biochemical, multiplexed bead flow cytometry | Guanine nucleotide-binding protein G(o) subunit alpha (Homo sapiens), P09471 | actives lie on both sides | binding response (% of control), % at 10 µM | actives 0.35% (n = 220,000) | AID 1439, 2008; in the data active = binding response below about 49% or above about 150%;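 also: fluorescent Galphao held in activated GDP-AlF4 state binding bead-coupled RGS7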
Bim-Bcl-XL = inhibitors of Bim-Bcl-XL binding, primary screen, biochemical, multiplexed, bead flow cytometry, human Bcl-XL; Bcl-2-like protein 1 (Homo sapiens), Q07817; Bim peptide-Bcl-XL binding, fluorescence; inhibition, % at 10 µM; actives 0.04% (n = 190,000)
Bcl-2 Bim block = inhibitors of Bim-Bcl-2 binding, primary screen, biochemical, multiplexed, human Bcl-2 family. Apoptosis regulator Bcl-2 (Homo sapiens), P10415. Bead-based flow cytometry, Bim peptide-Bcl-2 binding. inhibition, % at 10 µM. actives 0.06% (n = 190,000); in the data active = inhibition above about 40%;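 also: 0% = no compound wells with probe peptide and 100% = reference peptide inhibitor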
Bcl-B Bim block = inhibitors of Bim-Bcl-B binding, primary screen, biochemical, multiplexed, human Bcl-2 family; bead-based flow cytometry, Bim peptide-Bcl-B binding; inhibition, % at 10 µM; actives 0.073% (n = 190,000); AID 951, 2007;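 also: 0% = tracer peptide without compound and 100% = reference inhibitor peptide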
RGS8-Gao = RGS8-Galphao binding modulators, primary screen, biochemical, multiplexed bead flow cytometry; Guanine nucleotide-binding protein G(o) subunit alpha (Homo sapiens), P09471; actives lie on both sides; response (percent of control binding), % at 10 µM; actives 0.34% (n = 220,000); in the data active = response below about 60% or above about 140%; inactive = in between;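 also: Galphao activated as the GDP aluminium fluoride complex binding bead-coupled RGS8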
Bcl-W Bim block = inhibitors of Bim binding to Bcl-W, primary screen, biochemical, multiplexed, bead-based flow cytometry. Bcl-2-like protein 2 (Homo sapiens), Q92843. Bim peptide-Bcl-W binding. inhibition, % at 10 µM. actives 0.02% (n = 190,000). AID 952, 2007;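 also: 0% = bound tracer without compound and 100% = peptide blocker; higher means less fluorescent Bim peptide bound to Bcl-W beads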
ABCG2 inh = ABCG2 efflux pump inhibitors, primary screen, multiplex with ABCB1, IgMXP3 cells, flow cytometry; Broad substrate specificity ATP-binding cassette transporter ABCG2 (Homo sapiens), Q9UNQ0; JC-1 efflux; inhibition, % at 6.6 µM; actives 0.1% (n = 190,000);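 active = inhibition above 80%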;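 also: 0% = DMSO and 100% = nicardipine control wells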
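Test system: IgMXP3 (ABCG2) plus far-red-tagged CCRF-Adr (ABCB1) cells. Reagent: JC-1 dye as substrate. Timing: 10 min exposure at 25 °C with rotation, no wash. Measured by: flow cytometric JC-1 green MFI at 530 nm. Read-out: percent efflux inhibition, scaled nicardipine 100% to DMSO 0%. Control set: nicardipine and DMSO wells.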
Mcl-1 Bim block = inhibitors of Bim peptide binding to Mcl-1, primary screen, biochemical, bead-based flow cytometry, multiplex. Induced myeloid leukemia cell differentiation protein Mcl-1 (Homo sapiens), Q07820. Bim peptide-Mcl-1 binding. inhibition, % at 10 µM. actives 0.1% (n = 190,000);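 also: 0% = no compound tracer wells and 100% = peptide blocker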
RGS4-Gao reg = modulators of RGS4 binding to Galphao, primary screen, biochemical, multiplexed bead flow cytometry; AID 1415, 2008; binding response (% of control), % at 10 µM; actives lie on both sides; actives 0.33% (n = 220,000); Guanine nucleotide-binding protein G(o) subunit alpha (Homo sapiens), P09471; in the data active = binding response below about 49% or above about 150%; inactive = in between;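 also: fluorescent Galphao activated with aluminum fluoride binding bead-coupled RGS4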
ABCB1 block = ABCB1 efflux pump inhibitors, primary screen, cell-based, multiplex, flow cytometry, ABCG2 counter-screen; inhibition, % at 6.6 µM; ATP-dependent translocase ABCB1 (Homo sapiens), P08183; CCRF-Adr cells, JC-1 efflux; actives 0.067% (n = 190,000); in the data active = inhibition above about 40%;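 also: 0% = vehicle and 100% = reference inhibitor; higher value means more JC-1 retained so stronger ABCB1 efflux block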
Target sequence (P08183 whole entry, looked up): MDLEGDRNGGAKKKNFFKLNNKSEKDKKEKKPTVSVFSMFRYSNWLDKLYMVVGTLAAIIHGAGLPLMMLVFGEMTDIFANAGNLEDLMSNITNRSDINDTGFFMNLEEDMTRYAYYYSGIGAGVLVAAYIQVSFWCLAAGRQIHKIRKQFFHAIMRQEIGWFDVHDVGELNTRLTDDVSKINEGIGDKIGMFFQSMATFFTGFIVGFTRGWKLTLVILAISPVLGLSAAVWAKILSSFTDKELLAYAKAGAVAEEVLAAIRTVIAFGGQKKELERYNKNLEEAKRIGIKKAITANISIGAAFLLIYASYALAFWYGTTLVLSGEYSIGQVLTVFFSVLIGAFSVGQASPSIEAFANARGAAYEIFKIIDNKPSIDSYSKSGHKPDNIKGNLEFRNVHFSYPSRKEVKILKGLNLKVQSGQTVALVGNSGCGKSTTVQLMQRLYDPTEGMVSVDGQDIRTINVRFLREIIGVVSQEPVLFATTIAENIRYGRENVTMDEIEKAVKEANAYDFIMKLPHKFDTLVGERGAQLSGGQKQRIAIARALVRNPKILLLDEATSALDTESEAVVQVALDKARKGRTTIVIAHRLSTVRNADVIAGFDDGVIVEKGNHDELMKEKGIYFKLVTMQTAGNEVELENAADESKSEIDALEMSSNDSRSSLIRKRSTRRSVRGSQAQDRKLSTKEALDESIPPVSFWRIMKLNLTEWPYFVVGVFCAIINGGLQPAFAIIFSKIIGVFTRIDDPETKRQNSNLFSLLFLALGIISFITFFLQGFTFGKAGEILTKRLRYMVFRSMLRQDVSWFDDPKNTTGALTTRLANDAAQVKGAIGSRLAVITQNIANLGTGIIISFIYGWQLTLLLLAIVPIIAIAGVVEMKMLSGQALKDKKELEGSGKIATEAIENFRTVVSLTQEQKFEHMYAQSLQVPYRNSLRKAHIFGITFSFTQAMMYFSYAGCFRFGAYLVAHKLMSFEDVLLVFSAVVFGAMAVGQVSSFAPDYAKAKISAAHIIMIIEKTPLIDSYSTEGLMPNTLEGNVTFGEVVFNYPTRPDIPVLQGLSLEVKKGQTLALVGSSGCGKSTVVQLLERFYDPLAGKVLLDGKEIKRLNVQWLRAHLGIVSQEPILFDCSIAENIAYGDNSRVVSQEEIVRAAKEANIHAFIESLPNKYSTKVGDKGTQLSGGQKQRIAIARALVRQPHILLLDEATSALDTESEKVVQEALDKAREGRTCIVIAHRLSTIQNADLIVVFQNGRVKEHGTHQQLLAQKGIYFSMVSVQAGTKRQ
Bim-Bfl-1 = inhibitors of Bim binding to Bfl-1, primary screen, biochemical, multiplexed, bead-based flow cytometry | inhibition, % at 10 µM | actives 0.12% (n = 190,000) | AID 1008, 2008 | Bim-Bfl-1 binding inhibition | Bcl-2-related protein A1 (Homo sapiens), Q16548;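 also: 0% = wells without compound plus tracer and 100% = blocker peptide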
An asterisk follows results filed as active. Rule as the data show it, unless noted: active = inhibition above about 40%. Rows are unselected; overall some 0.94% were active at least once.

| Molecule | RGS7-Gao | Bim-Bcl-XL | Bcl-2 Bim block | Bcl-B Bim block | RGS8-Gao | Bcl-W Bim block | ABCG2 inh | Mcl-1 Bim block | RGS4-Gao reg | ABCB1 block | Bim-Bfl-1 |
| --- | --- | --- | --- | --- | --- | --- | --- | --- | --- | --- | --- |
| CCOC(=O)c1ccoc1CSCc1ccc(C(=O)OC)o1 | 104 | -25 | -6 | -9 | 99 | 0 | 0 | -2 | 100 | 0.4 | -11 |
| CCC1CCCCN1C(=O)c1ccc(OC2CCN(C(=O)C3CC3)CC2)cc1 (stereo unspecified) | 105 | 2 | 0 | -1 | 101 | 2 | 9 | 0 | 102 | 0.9 | -1 |
| Cc1cc(/C=C2\SC(N)=NC2=O)c(C)n1-c1ccccc1 | 96 | 3 | 0 | -1 | 100 | 2 | 2 | 3 | 97 | 0.5 | -2 |
| Cc1cc(C(C)(C)C)oc1C(=O)N(CC(=O)NC1CCCC1)Cc1ccc(F)cc1 | 100 | -1 | -3 | -1 | 100 | 0 | 6 | 2 | 102 | 2.4 | 0 |
| CSc1nnc(-c2cc(C)on2)n1-c1ccccc1 | 93 | -10 | -7 | -7 | 82 | -3 | 1 | 18 | 93 | 0.2 | -9 |
| CC(Sc1nnc(-c2ccc(O)cc2)o1)C(=O)Nc1cccc2ccccc12 (stereo unspecified) | 99 | -5 | -2 | -3 | 96 | -4 | 2 | -2 | 102 | 0.7 | -3 |
| CCOc1cccc2cc(-c3cn4cc(C)ccc4n3)c(=O)oc12 | 98 | 0 | -2 | -4 | 101 | -2 | 2 | 0 | 97 | 0.5 | 0 |
| Cc1ccccc1CN(C)CCc1ccccn1 | 99 | -3 | -1 | -2 | 98 | 0 | 1 | 1 | 100 | 0.6 | -5 |
| O=C(NCCCn1ccnc1)C(=O)NCC1OCCN1S(=O)(=O)c1ccc(F)cc1 (stereo unspecified) | 101 | -8 | -3 | -2 | 103 | 0 | 5 | -3 | 102 | 1.6 | 0 |
| O=C(COc1ccc(Cl)cc1)Nc1ccc(C(=O)NCc2cccnc2)cc1 | 97 | -2 | -3 | -10 | 93 | 0 | 4 | 0 | 90 | 0.6 | -8 |
| CC(=O)Nc1cccc(N/C=C(\C=O)c2nc3ccccc3o2)c1 | 97 | -3 | -2 | -5 | 102 | -1 | -1 | -2 | 99 | -0.2 | -1 |
| CCn1c(SCC(=O)N2CCN(c3ccc(F)cc3)CC2)nc2ccccc2c1=O | 101 | -3 | -4 | -3 | 102 | -2 | 5 | -4 | 100 | 2.7 | -1 |
| COC(=O)c1cc(S(=O)(=O)n2nc(C)c(Br)c2C)c(Cl)cc1Cl | 94 | 8 | 8 | 8 | 100 | 3 | 1 | 4 | 103 | -0.2 | 11 |
| C=CCN1C(=O)C(O)(CC(=O)c2c(C)n[nH]c2C)c2cc(Br)ccc21 (stereo unspecified) | 102 | 4 | -11 | -8 | 100 | -4 | 1 | 0 | 100 | 0.1 | -15 |
| Cc1cc(NCCNC2=CC(=O)CCC2)nc2ccccc12 | 101 | -9 | -8 | -15 | 98 | -4 | 0 | -2 | 102 | 0.0 | -12 |
| CCn1c(SCC(=O)c2c(N)n(C)c(=O)n(C)c2=O)nnc1-c1ccccc1 | 107 | -8 | -5 | -8 | 104 | -6 | 3 | 0 | 104 | -0.2 | -8 |
| O=C(Cn1c(=O)n(CCc2c[nH]c3ccccc23)c(=O)c2cccnc21)Nc1ccccc1F | 100 | -2 | 0 | -1 | 95 | -2 | 2 | -3 | 97 | 0.5 | -1 |
| O=P(O)(CP(=O)(c1ccccc1)c1ccccc1)c1ccccc1O | 102 | 0 | -4 | -7 | 104 | 0 | 0 | -1 | 103 | 0.1 | -9 |
| O=C(CN1C(=O)CSC1=O)Nc1ccc2c(c1)OCCO2 | 98 | 0 | -2 | 0 | 99 | 0 | 0 | 2 | 95 | 0.0 | 0 |
| CC(=O)N/C(=C/c1ccc2c(c1)OCO2)C(=O)NCc1ccccc1 | 101 | -4 | -4 | -6 | 101 | -4 | 1 | -2 | 99 | 0.6 | -11 |
| COc1ccc(C2NC(=S)NC(C)=C2C(=O)c2ccccc2)cc1OC (stereo unspecified) | 99 | 12 | 9 | 9 | 103 | 12 | -6 | 9 | 98 | -1.1 | 13 |
| Brc1ccc(Cn2c(-c3cncs3)nc3ccccc32)cc1 | 97 | -3 | 0 | -6 | 100 | -3 | 22 | -1 | 98 | 3.5 | 0 |
| COc1ccc(NC(=O)C(c2ccc(C)cc2)N(C)C(=O)Cc2cccs2)cc1 (stereo unspecified) | 100 | -1 | -1 | -3 | 105 | -3 | 31 | -3 | 97 | 6.6 | 0 |
| Cc1nn(-c2ccccc2)c(C)c1/C=C/C(=O)OCC(=O)NC1CCS(=O)(=O)C1 (stereo unspecified) | 108 | -3 | -6 | -5 | 99 | 0 | 7 | -1 | 95 | 0.2 | -6 |
| C=CCNC(=O)c1sc(=S)n(-c2ccc(C(=O)OCC)cc2)c1N | 129 | -5 | -11 | -25 | 84 | -2 | 10 | -6 | 95 | -0.3 | -9 |
| O=C(COc1ccccc1)N(Cc1cc2ccccc2[nH]c1=O)CC1CCCO1 (stereo unspecified) | 104 | 2 | -7 | -8 | 103 | 3 | 1 | -2 | 102 | -0.3 | -11 |
| Cn1ccnc1Sc1ccccc1[N+](=O)[O-] | 98 | -1 | -2 | -4 | 100 | 1 | 3 | 0 | 97 | 1.9 | -4 |
| O=C(O)CCn1c(SCc2cc(=O)n3ccccc3n2)nc2ccsc2c1=O | 101 | -3 | -1 | 0 | 100 | 2 | 1 | 0 | 102 | 0.5 | -6 |
| O=C(NCc1ccco1)C1CC(c2ccccc2O)=NO1 (stereo unspecified) | 100 | -4 | -3 | -5 | 104 | -3 | 0 | -2 | 99 | -0.1 | -3 |
| CSCCC1NC(=O)N(CC(=O)Nc2cccc3ccccc23)C1=O (stereo unspecified) | 97 | -4 | -6 | -8 | 101 | 3 | 1 | -1 | 100 | 0.1 | -6 |

Some of the entries so far, with values under each structure:
Below each compound – RGS7-Gao	Bim-Bcl-XL	Bcl-2 Bim block	Bcl-B Bim block	RGS8-Gao	Bcl-W Bim block	ABCG2 inh	Mcl-1 Bim block	RGS4-Gao reg	ABCB1 block	Bim-Bfl-1
> CCOC(=O)c1ccoc1CSCc1ccc(C(=O)OC)o1
    104	-25	-6	-9	99	0	0	-2	100	0.4	-11
> CCC1CCCCN1C(=O)c1ccc(OC2CCN(C(=O)C3CC3)CC2)cc1 (stereo unspecified)
    105	2	0	-1	101	2	9	0	102	0.9	-1
> Cc1cc(/C=C2\SC(N)=NC2=O)c(C)n1-c1ccccc1
    96	3	0	-1	100	2	2	3	97	0.5	-2
> Cc1cc(C(C)(C)C)oc1C(=O)N(CC(=O)NC1CCCC1)Cc1ccc(F)cc1
    100	-1	-3	-1	100	0	6	2	102	2.4	0
> CSc1nnc(-c2cc(C)on2)n1-c1ccccc1
    93	-10	-7	-7	82	-3	1	18	93	0.2	-9
> CC(Sc1nnc(-c2ccc(O)cc2)o1)C(=O)Nc1cccc2ccccc12 (stereo unspecified)
    99	-5	-2	-3	96	-4	2	-2	102	0.7	-3
> CCOc1cccc2cc(-c3cn4cc(C)ccc4n3)c(=O)oc12
    98	0	-2	-4	101	-2	2	0	97	0.5	0
> Cc1ccccc1CN(C)CCc1ccccn1
    99	-3	-1	-2	98	0	1	1	100	0.6	-5
> O=C(NCCCn1ccnc1)C(=O)NCC1OCCN1S(=O)(=O)c1ccc(F)cc1 (stereo unspecified)
    101	-8	-3	-2	103	0	5	-3	102	1.6	0

Continued.
| Molecule | RGS7-Gao | Bim-Bcl-XL | Bcl-2 Bim block | Bcl-B Bim block | RGS8-Gao | Bcl-W Bim block | ABCG2 inh | Mcl-1 Bim block | RGS4-Gao reg | ABCB1 block | Bim-Bfl-1 |
| --- | --- | --- | --- | --- | --- | --- | --- | --- | --- | --- | --- |
| CC(C)CC(=O)NC(Nc1ccccc1F)C(Cl)(Cl)Cl (stereo unspecified) | 98 | -4 | -8 | -8 | 96 | -1 | 16 | -5 | 96 | 2.1 | -16 |
| CC1Cc2ccccc2N1C(=O)CCS(=O)(=O)c1cccc2nonc12 (stereo unspecified) | 96 | -7 | -8 | -8 | 99 | -3 | 2 | 0 | 94 | 0.6 | -10 |
| Cc1ccc(NC(=O)c2oc3ccccc3c2NC(=O)c2ccc3c(c2)OCO3)cc1 | 98 | 0 | 0 | 0 | 100 | 0 | -1 | -1 | 99 | -0.2 | 0 |
| CS(=O)(=O)N(CC(=O)N1CCN(C(c2ccccc2)c2ccccc2)CC1)C1CCCCC1 | 101 | -3 | -9 | -6 | 104 | 1 | 1 | 0 | 101 | 1.1 | -13 |
| CC1=NN(c2ccccc2)C(=O)/C1=C\c1cn(-c2ccccc2)nc1C | 101 | -5 | -4 | -6 | 101 | -5 | 1 | -6 | 100 | -0.1 | -5 |
| CS(=O)(=O)NN1C(=O)c2ccccc2NC1c1cccs1 (stereo unspecified) | 100 | 3 | 2 | 9 | 99 | 0 | 2 | 32 | 97 | 0.9 | 0 |
| COCCCN=C1NN=C(c2cc(C)n(-c3ccccc3F)c2C)CS1 | 98 | -1 | -3 | -7 | 97 | 1 | 1 | 1 | 101 | 2.7 | -3 |
| COc1ccc(-c2cc3c(=O)n(CC(=O)NC4CCN(Cc5ccccc5)CC4)ncn3n2)cc1 | 104 | -7 | -3 | -4 | 102 | -3 | 4 | -1 | 102 | 0.7 | -6 |
| Cc1cc(C)c2c(=O)[nH]c(=O)n(Cc3ccccc3)c2n1 | 92 | -8 | -5 | -6 | 94 | -5 | 4 | -3 | 94 | 0.7 | -5 |
| CCOC(=O)Nc1c(O)ccc2oc(C)c(-c3ccccc3)c12 | 93 | 12 | 1 | 0 | 90 | 0 | 1 | 0 | 88 | 0.3 | 1 |
| Cc1ccc([N+](=O)[O-])cc1S(=O)(=O)Nc1ccccn1 | 101 | 0 | -1 | 0 | 101 | 4 | 1 | 3 | 99 | 0.2 | -1 |
